# Mtb UGM inh = inhibitors of M. tuberculosis UDP-galactopyranose mutase | P9WIQ1 | purified UGM, fluorescence polarization probe displacement | AID 504406 | inhibition, % at 10 µM | 320,000 tested, 0.06% active; in the data active means inhibition above about 10%, passing the limit was not always enough; inconclusive means no clear call, values can overlap the other calls
# Target sequence (P9WIQ1 whole entry, looked up): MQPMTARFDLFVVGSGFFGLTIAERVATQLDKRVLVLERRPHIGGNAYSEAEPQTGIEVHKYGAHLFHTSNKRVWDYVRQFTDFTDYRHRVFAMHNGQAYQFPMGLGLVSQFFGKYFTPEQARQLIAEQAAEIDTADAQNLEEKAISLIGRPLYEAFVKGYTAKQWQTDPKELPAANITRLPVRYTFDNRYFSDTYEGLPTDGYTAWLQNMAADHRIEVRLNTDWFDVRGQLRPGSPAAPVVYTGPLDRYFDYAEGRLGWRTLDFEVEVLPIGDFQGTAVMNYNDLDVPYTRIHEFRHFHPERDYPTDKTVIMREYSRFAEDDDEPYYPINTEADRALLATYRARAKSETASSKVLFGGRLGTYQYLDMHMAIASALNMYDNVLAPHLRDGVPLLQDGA
# BoNT-F LC inh = BoNT F light chain protease inhibition; Multiplex microsphere protease cleavage assay, flow cytometry; inhibition, % at 10 µM; 360,000 tested, 0.22% active; in the data active means inhibition above about 35%, passing the limit was not always enough; inconclusive means no clear call, values can overlap the other calls; further: plate controls were buffer without enzyme for full effect and enzyme alone for no effect
# GDH-TPI counter = counter-screen for M. tuberculosis FBA inhibitors: GDH-TPI coupled enzymes. GDH-TPI coupled enzyme counterscreen, NADH absorbance. inhibition, % at 4.8 µM. 360,000 tested, 1.2% active. AID 588335;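 further: 0% = DMSO wells and 100% = wells lacking the enzyme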
# FBA Mtb inh = inhibits M. tuberculosis FBA enzyme; AID 588726; 360,000 tested, 2.3% active; inhibition, % at 1 µM; purified M. tuberculosis FBA, fluorescence read-out; P9WQA3; in the data active means inhibition above about 27%;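 further: 0% = vehicle and 100% = reference inhibitor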
# Target sequence (P9WQA3 whole entry, looked up): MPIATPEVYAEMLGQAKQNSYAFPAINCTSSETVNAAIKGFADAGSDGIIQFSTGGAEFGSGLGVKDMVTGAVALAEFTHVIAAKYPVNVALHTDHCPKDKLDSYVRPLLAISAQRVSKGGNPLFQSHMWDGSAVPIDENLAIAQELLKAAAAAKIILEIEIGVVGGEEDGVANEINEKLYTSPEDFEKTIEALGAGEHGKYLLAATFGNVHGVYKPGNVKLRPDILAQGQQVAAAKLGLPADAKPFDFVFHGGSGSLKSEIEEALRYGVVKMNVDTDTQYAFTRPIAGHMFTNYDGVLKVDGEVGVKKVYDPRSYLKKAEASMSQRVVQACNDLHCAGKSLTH
# CCHF vOTU inh = blocks the CCHF virus ovarian tumor domain protease | inhibition, % at 11.5 µM | 370,000 tested, 0.55% active | CCHFV vOTU protease, Pep-AMC fluorescence; further: 0% = vehicle wells with enzyme and 100% = no enzyme wells
# FadD28 binding = inhibitors of Mycobacterium tuberculosis FadD28 bisubstrate binding | FadD28 bisubstrate probe binding, fluorescence polarization | inhibition, % at 12.5 µM | AID 588549 | 360,000 tested, 0.22% active; in the data active means inhibition above about 8.5%, passing the limit was not always enough; inconclusive means no clear call, values can overlap the other calls
# DUSP3 inh = DUSP3 (human) phosphatase inhibition. 290,000 tested, 0.52% active. inhibition, % at 13.3 µM. recombinant VHR phosphatase, pNPP absorbance. AID 1654. P51452; in the data active means inhibition above about 50%; further: some compounds called inactive have numbers as strong as hits
# Target sequence (P51452 whole entry, looked up): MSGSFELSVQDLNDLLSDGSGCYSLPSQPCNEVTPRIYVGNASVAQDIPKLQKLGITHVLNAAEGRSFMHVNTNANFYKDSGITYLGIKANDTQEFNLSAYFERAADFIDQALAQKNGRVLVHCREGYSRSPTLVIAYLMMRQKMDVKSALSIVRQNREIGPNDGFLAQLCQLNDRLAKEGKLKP
# MazF activator = activators of E. coli MazEF toxin-antitoxin RNase; P0AE70; FAM/BHQ RNA-DNA oligo cleavage fluorescence, 5 h; activation, % at 20 µM; 350,000 tested, 0.32% active; in the data active means activation above about 50%
# Target sequence (P0AE70 whole entry, looked up): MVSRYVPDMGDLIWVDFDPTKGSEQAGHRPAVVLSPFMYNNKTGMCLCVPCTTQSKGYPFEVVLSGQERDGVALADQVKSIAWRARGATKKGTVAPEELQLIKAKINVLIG
# Rv3671c protease = inhibits the M. tuberculosis serine protease Rv3671c; inhibition, % at 5.96 µM; 320,000 tested, 0.048% active; in the data active means inhibition above about 38%;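 further: extracellular domain of Rv3671c used as enzyme; 0% = enzyme with DMSO and 100% = no enzyme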
# Mtb BioA inh = BioA (M. tuberculosis) enzyme inhibition; purified M. tuberculosis BioA enzyme, plate reader; inhibition, % at 9.99 µM; 360,000 tested, 0.096% active; AID 602481; in the data active means inhibition above about 40%; inconclusive means no clear call, values can overlap the other calls
# An asterisk follows results filed as active; ? = inconclusive; / = no result given; & = joins results of further samples. Unless noted, no stated cut-off is given here; in the data, active means inhibition above about 30%; inactive means the rest.
# The first seven compounds as a preview:
SMILES,Mtb UGM inh,BoNT-F LC inh,GDH-TPI counter,FBA Mtb inh,CCHF vOTU inh,FadD28 binding,DUSP3 inh,MazF activator,Rv3671c protease,Mtb BioA inh
CC1CC2=C(C(=O)O1)C(C)Nc1ccccc1N2 (centres undefined),/,-21,14,4,-4,-0.3,-12,-2,-6,1.6
O=C(Nc1c2c(nn1-c1ccc([N+](=O)[O-])cc1)CS(=O)(=O)C2)c1cccs1,-0.3,-11,19,0,12,-0.3,8,3,-3,-2.1
NS(=O)(=O)c1ccc(CNC(=O)CCSCCC(=O)NCc2ccc(S(N)(=O)=O)cc2)cc1,-0.5,-3,4,-1,-17,-0.5,25,8,1,/
CCN(CC)c1ccc(NC(=O)c2cccc(F)c2)c(C)c1,0.1,-3,7,8,3,-0.3,26,10,10,-0.3
O=C(N=Nc1c(O)[nH]c(=O)[nH]c1=O)C1COc2cc3ccccc3cc2O1 (centres undefined),0.4,4,9,3,0,1.4,5,-16,-8,/
CC(C)N(C(=O)C[n+]1ccsc1N)c1ccccc1,0.0,-7,-4,-3,7,0.0,-9,-2,7,-0.4
O=S(=O)(NC1CCCCCC1)c1cccc(Cl)c1,1.9,-4,2,-4,2,-3.0,/,-11,0,-0.2

# Results, previewed entries included:
SMILES,Mtb UGM inh,BoNT-F LC inh,GDH-TPI counter,FBA Mtb inh,CCHF vOTU inh,FadD28 binding,DUSP3 inh,MazF activator,Rv3671c protease,Mtb BioA inh
CC1CC2=C(C(=O)O1)C(C)Nc1ccccc1N2 (centres undefined),/,-21,14,4,-4,-0.3,-12,-2,-6,1.6
O=C(Nc1c2c(nn1-c1ccc([N+](=O)[O-])cc1)CS(=O)(=O)C2)c1cccs1,-0.3,-11,19,0,12,-0.3,8,3,-3,-2.1
NS(=O)(=O)c1ccc(CNC(=O)CCSCCC(=O)NCc2ccc(S(N)(=O)=O)cc2)cc1,-0.5,-3,4,-1,-17,-0.5,25,8,1,/
CCN(CC)c1ccc(NC(=O)c2cccc(F)c2)c(C)c1,0.1,-3,7,8,3,-0.3,26,10,10,-0.3
O=C(N=Nc1c(O)[nH]c(=O)[nH]c1=O)C1COc2cc3ccccc3cc2O1 (centres undefined),0.4,4,9,3,0,1.4,5,-16,-8,/
CC(C)N(C(=O)C[n+]1ccsc1N)c1ccccc1,0.0,-7,-4,-3,7,0.0,-9,-2,7,-0.4
O=S(=O)(NC1CCCCCC1)c1cccc(Cl)c1,1.9,-4,2,-4,2,-3.0,/,-11,0,-0.2
O=S(=O)(NCCC1=CCCCC1)c1ccc(F)cc1,2.5,-2,1,-3,11,-1.9,14,-5,-1,2.9
COc1cccc(C2NC(=O)NC(C)=C2C(=O)OCC2CCCCC2)c1 (centres undefined),-2.0,2,0,-2,11,0.1,18,-4,-3,-2.1
Cc1cccc(COCC(Cc2ccccc2)N2CCN(C(=O)c3cccc(C)c3)CCC2=O)c1 (centres undefined),0.4,0,7,-2,-2,-3.5,-15,8,-5,-0.9
CCN(C(=O)COc1ccccc1)C1CCCCC1,0.1,-3,1,0,21,-2.8,-11,-6,-11,/
Cc1ccc(Cn2nnnc2CN2CCC(c3nc4ccc(Cl)cc4[nH]3)CC2)cc1,-1.1,-4,2,-3,10,-10,3,7,-5,9.9
Cc1cccc(S(=O)(=O)NC(=O)C2(C)CCN2C(=O)c2c(C)noc2C)c1 (centres undefined),/,-3,9,4,5,-2.1,/,/,/,-0.9
O=C1CCC(C(=O)N2CCC(CO)CC2)CN1Cc1ccc(Cl)cc1 (centres undefined),-1.1,-6,4,-2,1,-5.0,4,1,-3,-0.7
COc1ccc(/C=C(\NC(=O)c2ccccc2)C(=O)NCCN2CCOCC2)cc1,2.0,-18,8,-2,-1,-0.1,26,-19,4,/
CC(=O)Nc1cccc(OCc2ccc([N+](=O)[O-])cc2)c1,/,-2,0,-2,3,-2.0,/,9,/,/
COC(=O)[C@H](Cc1ccccc1)NC(=O)NCCC1=CCCCC1,/,-2,-1,0,-18,-3.1,-15,4,4,-1.8
Cc1cc(F)ccc1NCc1ccccc1[N+](=O)[O-],-0.7,-13,-3,1,4,-2.8,-12,2,-4,2.6
CCOC(=O)c1c(-c2ccccc2)csc1NC(=O)c1cccc(N2C(=O)CCC2=O)c1,0.7,2,14,1,-2,-3.9,33,10,-7,-0.4
CC(C(=O)N1CCCC1)N(c1ccc(Cl)cc1)S(C)(=O)=O (centres undefined),/,-18,14,2,-13,-0.1,/,1,/,-0.1
COc1cc2c(cc1OC)C1(CCCCC1)CN(C)C2,0.9,/,8,8,-7,-2.0,26,-5,2,-0.1
Cc1c(S(=O)(=O)NC2CCCCCC2)c(=O)n(C)c(=O)n1C,2.1,/,8,-3,25,-0.8,/,0,8,-3.2
Nn1c(SCc2ccccc2F)nnc1-c1ccncc1,1.5,/,9,0,-6,-1.6,8,1,0,0.8
O=C(NCCc1cccnc1)c1cc(COc2ccc(F)cc2Cl)on1,-1.6,0,1,2,11,-0.4,23,4,-4,0.9
NS(=O)(=O)c1ccc(CCNC(=O)[C@@H]2CCCN2S(=O)(=O)c2ccccc2F)cc1,-1.9,-7,5,3,-6,-2.1,31,5,6,-1.7

# New compounds follow.
SMILES,Mtb UGM inh,BoNT-F LC inh,GDH-TPI counter,FBA Mtb inh,CCHF vOTU inh,FadD28 binding,DUSP3 inh,MazF activator,Rv3671c protease,Mtb BioA inh
CC(C)N(C(=O)CO/N=C/c1cccc([N+](=O)[O-])c1)C(C)C,1.2,-1,12,1,4,-2.1,-13,0,1,/
COc1ccc(/C=C(/NC(=O)c2ccco2)C(=O)Nc2ccc(C(=O)O)cc2)cc1,0.4,6,12,-2,6,-0.7,-16,1,-2,-0.4
O=C(Nc1nccs1)C1CCN(S(=O)(=O)c2cnc[nH]2)CC1,2.0,-6,6,1,7,0.5,7,7,-3,0.1
CC1CC(C)CN(S(=O)(=O)N2CCC(C(=O)NCCC3=CCCCC3)CC2)C1 (centres undefined),0.3,-4,-2,1,3,-4.5,-3,10,-8,/
O=C(Cn1nnc2ccccc21)Nc1ccc([N+](=O)[O-])cc1,1.8,/,15,-3,3,-0.2,7,17,9,/
CC(C)(C)n1nc2c(c1NC(=O)Cc1ccc(Cl)cc1)CS(=O)(=O)C2,1.6,-3,-2,-1,11,-2.4,5,-3,-1,-1.1
Cc1cccc(OCC(=O)NCC(c2cccs2)N2CCOCC2)c1 (centres undefined),-5.1,/,0,-2,-6,-3.0,/,-1,4,0.0
COc1ccc(C2=NOC3(CC(=O)N(c4ccc(C)cc4)C3=O)C2)c(OC)c1 (centres undefined),1.2,3,15,1,1,1.1,17,4,0,2.7
O=C(O)c1ccc(Nc2ncc([N+](=O)[O-])cc2[N+](=O)[O-])cc1,1.7,1,25,-7,-1,-1.6,9,-4,9,/
CCC(C)NS(=O)(=O)c1ccc(S(=O)(=O)N(CC(=O)Nc2ccccc2)CC2CCCO2)cc1 (centres undefined),1.3,6,13,1,1,-1.4,2,1,1,1.3
CCN(CC)CCN1CCn2c3c(c4cc(C)ccc42)CCCC31 (centres undefined),1.6,-61,16,7,7,-1.0,5,5,1,/
Cc1cc(N(CC(=O)NC2CC2)S(C)(=O)=O)ccc1Br,0.9,1,0,-1,0,2.0,10,2,2,/
CC(=O)NC1=NC(=O)C(C)S1 (centres undefined),-0.4,2,9,7,-7,0.2,19,11,-2,-1.1
COc1cc(NC(=O)CCn2c(=O)[nH]c3ccsc3c2=O)cc(OC)c1,-0.5,41*,-3,3,12,-1.2,-5,-3,2,-2.1
COc1ccc(-c2nc(N)n(C(=O)c3ccc(C)cc3)n2)cc1,-2.2,0,6,5,5,-0.9,3,-5,6,/
COc1ccc(-c2ccnc(SCC(=O)N3CCN(c4ccccc4)CC3)n2)cc1,0.1,-10,-4,1,9,0.3,25,0,-3,-1.5
O=c1c(Cl)c(N2CCNCC2)cnn1C12CC3CC(CC(C3)C1)C2,-0.8,0,11,-1,6,-2.0,31,6,6,/
COc1ccccc1CNC(=O)c1ccc2c(=O)n(CC3CCCO3)c(=S)[nH]c2c1 (centres undefined),-0.3,8,3,4,-12,-0.4,12,7,-19,0.0
CC1(CCOCc2ccccc2)NC(=O)NC1=O (centres undefined),/,2,-9,-3,2,-4.3,/,1,/,-0.3
O=C1CN(C(=O)COc2ccccc2F)c2ccccc2N1,-1.6,-3,-1,0,4,-0.6,10,1,-11,1.1
O=C(CN1CCCC1)N/N=C/c1ccc(-c2cccc(Cl)c2)o1,-0.3,-1,32*,0,9,-9.7,19,-1,10,0.4
Cc1nn(CCCC(=O)NCc2ccccc2)c(=O)c2nccn12,-1.4,-1,-5,-3,11,-1.8,21,3,4,-5.8
Cc1cc(NS(=O)(=O)c2ccc(NC(=O)C3CCCCC3)cc2)no1,0.3,-6,5,0,-5,0.6,7,2,-2,-1.6
O=C(NCC1CC1)c1onc(CSc2ccccc2)c1C(=O)NCC1CC1,-0.8,2,0,4,9,-0.9,/,0,-21,-3.5
CC(Oc1ccc(F)cc1)C(=O)NN (centres undefined),-2.4,-6,-5,-1,-20,-0.3,2,8,-5,0.2

# Continuation:
SMILES,Mtb UGM inh,BoNT-F LC inh,GDH-TPI counter,FBA Mtb inh,CCHF vOTU inh,FadD28 binding,DUSP3 inh,MazF activator,Rv3671c protease,Mtb BioA inh
CC(=O)N(C1=C(N)C(=O)c2ccccc2C1=O)C(C)C,-0.5,0,-6,-10,19,-2.1,15,10,-12,/
CN(C)c1ccc(C(CNC(=O)c2ccc(C#N)cc2)c2c[nH]c3ccccc23)cc1 (centres undefined),-1.5,-6,5,0,-7,-2.5,7,16,13,-1.3
C=CCNc1nc2c(c(=O)n(C)c(=O)n2C)n1CC(=C)C,2.3,-5,-12,2,-6,-1.3,-9,12,4,-0.1&-0.8
O=C(NC1CCCC1)C(c1ccccn1)N(C(=O)c1csnn1)c1ccccc1Cl (centres undefined),-0.5,-31,0,-1,0,0.1,35,7,1,-1.3
C[C@]12C[C@@H](O)[C@H](O)CC1=CCC1C2CC[C@]2(C)C(=O)CCC12 (some centres undefined),0.0,-2,9,-1,-8,-3.7,/,3,3,11
COc1cccc(C=C(C#N)C(=O)c2ccccc2)c1,/,-4,/,3,8,1.4,/,/,/,/
Cn1cnc([N+](=O)[O-])c1Nc1ccc(O)cc1,2.9,-15,5,1,16,-0.9,22,-1,-1,2.8
CC(=O)NC(c1ccccc1)c1c(O)ccc2ccccc12 (centres undefined),2.5,0,6,15,-8,-3.7,0,5,1,/
CC1CCN(C(=O)C2CCN(S(=O)(=O)c3cccnc3)CC2)CC1,1.3,11,13,2,-4,-1.3,23,1,-5,/
CCc1c(C)sc(NC(=O)c2cccs2)c1C(=O)OC(C)C,-3.0,-6,12,15,-19,-3.6,-19,-22,-17,/
c1ccc(-c2ccc(-c3nc(-c4ccncc4)no3)cc2)cc1,-1.9,-1,2,1,7,-2.5,13,-2,8,1.4
COc1ccc(S(=O)(=O)Nc2ccccc2C(=O)NC2CC2)cc1NC(C)=O,1.1,-5,-7,11,-12,-2.9,/,-1,-11,4.4
C=CCn1cc(C(=O)OCC)c(=O)c2ccc(F)cc21,0.5,-5,4,0,9,0.3,6,-1,2,/
CSCCC(NS(=O)(=O)c1ccc(Cl)cc1)C(=O)OCC(=O)N(C(C)C)C(C)C (centres undefined),0.1,12,0,4,11,-1.7,3,1,6,-0.2
CN(C)CC(C)(C)CN=Cc1c(O)[nH]c2ccccc12,-0.6,-4,35*,1,9,-1.0,34,9,-2,-0.5
COC(=O)c1nnn(CC(=O)NC(=O)Nc2cccc(Cl)c2C)c1C(=O)OC,1.1,-8,7,1,12,2.0,51*,6,4,/
C=CCn1c2ccccc2c2nnc(SCC(=O)O)nc21,1.8,?,21,-2,-8,-0.7,-2,10,1,2.5
CS(=O)(=O)Nc1ccc(C(=O)Nc2ccc3c(c2)OCCO3)cc1,2.4,2,/,/,/,-2.3,-16,-5,-6,0.4
O=C(NN=Cc1ccccc1O)c1cccc([N+](=O)[O-])c1,/,-2,19,-5,20,-3.9,/,2,/,-0.1
O=C(CCc1ccccc1)NNC(=O)COc1ccc(Cl)cc1,-1.7,-12,0,2,-2,0.9,7,0,/,-5.1
N=c1c[n+](C2CCCCC2)[n-]o1,-1.2,-6,2,0,-11,-0.5,16,8,2,0.1

# Bioassay records from PubChem.
